Screening results as filed in PubChem.
influenza NS1A = H1N1 influenza NS1A inhibitors, functional cell based assay (AID 504329) | NS1A functional cell-based assay, percent inhibition; higher % means a stronger effect | inhibition, % at 12.5 µM, or IC50 in µM where a hit was titrated | hit rate 0.3% among 340,000; in the data active = a potency from the dose series; inconclusive = inhibition above about 27% without an active follow-up result; note: strong numbers were not always called active
M. tuberculosis HTS = M. tuberculosis growth inhibition, HTS (AID 449762). hit rate 0.59% among 330,000. M. tuberculosis H37Rv growth inhibition, 7H9 media; higher % means a stronger effect. inhibition, % at 25 µM; hits with a dose series show IC50 in µM; in the data active = a potency from the dose series; inconclusive = inhibition above about 70% without an active follow-up result;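 note: bacterial growth assessed after seven days of incubation; strong numbers were not always called active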
M. tuberculosis = growth inhibition of non-replicating M. tuberculosis (AID 488890); Mycobacterium tuberculosis non-replicating, growth inhibition; higher % means a stronger effect; inhibition, % at 25 µM; hits with a dose series show IC50 in µM; hit rate 0.39% among 320,000; in the data active = a potency from the dose series; inconclusive = inhibition mostly from about 82% at the one dose, without a potency; inactive = the rest, 99 in 100 with inhibition below about 76%;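 note: plate controls were DMSO cells for no effect and high antibiotic wells for full effect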
inhibitors of VEEV = inhibitors of VEEV TC-83 cytopathic effect, confirmation, Vero cells (AID 588727) | Vero cells, VEEV TC-83 cytopathic effect inhibition; higher % means a stronger effect | inhibition, % at 20 µM, or IC50 in µM where a hit was titrated | hit rate 0.13% among 350,000; in the data active = a potency from the dose series; inconclusive = inhibition mostly from about 14% at the one dose, without a potency; inactive = the rest, 99 in 100 with inhibition below about 12%; note: strong numbers were not always called active
Salmonella PhoP GFP = Inhibition of PhoP regulon, Salmonella typhi GFP reporter cells, confirmation, 4 h (AID 1850) | Salmonella Typhi PhoP-promoter GFP reporter, fluorescence, 4 h; higher % means a stronger effect | inhibition, % at 50 µM; hits with a dose series show IC50 in µM | hit rate 0.33% among 310,000; in the data active = a potency from the dose series; inconclusive = inhibition mostly from about 25% at the one dose, without a potency; inactive = the rest, 99 in 100 with inhibition below about 19%;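 note: 0% = induced wells with vehicle and 100% = uninduced wells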
inhibitors of VEEV 10K pilot screen = second read-out of inhibitors of VEEV, no call of its own (marks repeat the call); inhibition, %; measured here: 10K pilot screen inhibition
Active calls of the source: *; i = inactive; ? = inconclusive; nt = no result given.

SMILES	influenza NS1A	M. tuberculosis HTS	M. tuberculosis	inhibitors of VEEV	Salmonella PhoP GFP	others
C[C@H]1CN([C@@H](C)CO)C(=O)Cc2cc(NC(=O)CCN3CCOCC3)ccc2O[C@@H]1CN(C)Cc1ccc(Oc2ccccc2)cc1	10.1%	0.1%	37.5%	i	nt
Cc1c(Br)ccc(NC(=O)CCN2C(=O)C3C4CCC(C4)C3C2=O)c1C (stereo not given)	-1.4%	-12.4%	7.2%	2.6%	-9.8%
O=C(CN(C(=O)CCC(=O)Nc1nccs1)c1ccc(F)c(Cl)c1)NCc1ccco1	-0.3%	1.1%	-2.0%	6.8%	0.9%
COc1cc2nc(CN3CCN(S(=O)(=O)c4ccc(Br)cc4)CC3)[nH]c(=O)c2cc1OC	-2.2%	-8.2%	20.6%	8.9%	nt
Cn1c(N)c(C(=O)COC(=O)c2ccccc2C(=O)c2ccc(Cl)cc2)c(=O)n(C)c1=O	3.2%	-4.0%	39.6%	6.7%	nt
COc1ccccc1NC(=O)Cc1noc(CSc2nnc(C)s2)n1	0.8%	5.4%	15.3%	1.1%	12.6%
O=C(NC1CC1)c1ccc(COc2ccc(F)cc2)o1	-7.3%	3.4%	68.5%	1.6%	10.6%
Nc1ncnc(Nc2cccc(C(F)(F)F)c2)n1	21.1%	-2.5%	-2.5%	1.5%	-5.0%
C/C(=N\NC(N)=O)C1CC(Cc2ccccc2)C(=O)O1 (stereo not given)	-1.6%	-1.6%	-4.2%	0.2%	11.7%
COc1ccc(-n2c(/C=C(\C)O)nc(=O)c3c(C)cc(C)nc32)cc1	-6.1%	1.3%	6.6%	3.0%	2.2%
COc1ccc(C2=NN(C(=O)COC(=O)c3ccc(NC(=O)CC#N)cc3)C(c3ccco3)C2)cc1 (stereo not given)	-5.3%	-7.9%	-3.0%	1.8%	nt
O=Cc1cn(Cc2ccc([N+](=O)[O-])cc2)c2ccccc12	-9.8%	7.7%	51.7%	0.5%	-5.9%
Cc1c(Br)c([N+](=O)[O-])nn1CC(=O)Nc1c(C)n(C)n(-c2ccccc2)c1=O	-0.9%	-1.6%	-15.5%	0.2%	-4.0%
CCCNC(=O)c1oc2ccc3c(c2c1C)C(O)CC(C)(C)O3 (stereo not given)	16.9%	8.9%	-10.3%	1.0%	-9.8%
O=c1c2c(c(-c3ccccc3)nn1Cc1ccccc1)CCCC2	-1.9%	18.8%	18.6%	0.6%	-0.1%

Random excerpt: three entries already listed.
SMILES	influenza NS1A	M. tuberculosis HTS	M. tuberculosis	inhibitors of VEEV	Salmonella PhoP GFP	others
O=Cc1cn(Cc2ccc([N+](=O)[O-])cc2)c2ccccc12	-9.8%	7.7%	51.7%	0.5%	-5.9%
O=c1c2c(c(-c3ccccc3)nn1Cc1ccccc1)CCCC2	-1.9%	18.8%	18.6%	0.6%	-0.1%
CCCNC(=O)c1oc2ccc3c(c2c1C)C(O)CC(C)(C)O3 (stereo not given)	16.9%	8.9%	-10.3%	1.0%	-9.8%

New compounds follow.
SMILES	influenza NS1A	M. tuberculosis HTS	M. tuberculosis	inhibitors of VEEV	Salmonella PhoP GFP	others
Cc1ccccc1CN1CCC(Oc2ccc(C(=O)NCc3ccccn3)cc2)CC1	3.1%	2.0%	18.6%	1.6%	1.1%
COc1ccc(-c2[nH]n(-c3ccc([N+](=O)[O-])cc3)c(=O)c2C=NCc2ccccc2)cc1	1.5%	3.6%	17.6%	1.8%	-1.2%
Cc1ccccc1Nc1nc2nonc2nc1N1CCOCC1	-5.7%	-0.6%	-11.9%	0.6%	0.5%
Cc1nc2ccccc2nc1N1CCOCC1	-4.3%	-13.7%	-6.1%	0.5%	8.6%
CCC(Oc1ccccc1)C(=O)Nc1ccccc1OC (stereo not given)	-4.4%	-9.2%	22.7%	0.1%	-1.0%
OC(CNCCc1c[nH]c2ccccc12)c1ccccc1 (stereo not given)	13.3%	-1.9%	6.3%	i	2.4%
CC1(C)Cc2c(c(N3CCCC3)nc3sc(C(=O)Nc4ccccc4)c(N)c23)CO1	0.3%	-0.2%	-14.8%	4.2%	-5.2%
COc1cc(NS(C)(=O)=O)c(OC)cc1NC(=O)c1cccc(F)c1	-5.0%	0.7%	-9.5%	i	-6.6%
COc1ccccc1CNC(=O)CNCCc1ccc(OC)c(OC)c1	-1.0%	-1.0%	-4.7%	0.1%	2.7%
CCC(CC)C(=O)Nc1cc(OC)c(OC)cc1C(=O)O	-1.5%	12.4%	7.5%	1.7%	6.9%	inhibitors of VEEV 10K pilot screen=0.9
Cc1ccc2c(c1)C1CN(C)CCC1N2S(=O)(=O)c1cccc(F)c1 (stereo not given)	-2.4%	-5.7%	-19.7%	i	nt
O=C(O)CC1S/C(=N/N=C/c2ccc(Br)cc2)N(c2ccccc2)C1=O (stereo not given)	-4.2%	nt	nt	0.2%	nt
CCOc1ccc(C(C)=O)cc1CSc1nc2nc(C)cc(C)n2n1	-1.9%	-2.0%	4.6%	3.7%	-6.0%
O=C(OCn1nnc2ccccc2c1=O)c1ccc(N2CCOCC2)c([N+](=O)[O-])c1	0.2%	?	i	0.8%	-1.3%
Cc1sc2nc(CSc3cccc(C(F)(F)F)c3)[nH]c(=O)c2c1C	-4.1%	-1.4%	34.2%	2.6%	-13.9%
NC(=NCCc1ccc(Cl)cc1)NS(=O)(=O)c1ccccc1	4.5%	-0.6%	16.9%	1.1%	2.0%
CCCCCCCCN1[C@@H](CC(=O)OCC)c2cc(C(F)(F)F)ccc2S1(=O)=O	-28.7%	62.5%	43.3%	i	-40.2%
CC(=O)N1c2ccccc2CCc2ccc(N)cc21	-6.9%	-0.4%	0.3%	i	-3.0%
O=C(Nc1ccc2snnc2c1)N1CCN(c2ccccc2)CC1	12.6%	-1.3%	41.2%	0.2%	-3.9%	inhibitors of VEEV 10K pilot screen=2.3
COc1cccc(CNc2nc3ccccc3n2CCN2CCCCC2)c1OC	-2.7%	-2.8%	14.5%	i	-4.3%
CCc1ccc(CN(C)C(=O)CC2C(=O)NCCN2Cc2ccoc2)cc1 (stereo not given)	-7.2%	-6.4%	0.4%	i	7.8%
Cc1cc(C(=O)OCC(=O)NCc2ccco2)c(C)n1-c1ccccc1	10.0%	-3.6%	nt	9.8%	-5.9%
Cc1cccc(NC2=CC(=O)OC(C)C2)c1 (stereo not given)	2.0%	-5.1%	0.5%	i	9.3%
COc1ccc(C)cc1NC(=S)NC(C)c1ccc(OC)c(OC)c1 (stereo not given)	2.9%	-3.9%	36.5%	0.4%	2.4%
Cc1nn(C)cc1S(=O)(=O)Nc1ccc(C(F)(F)F)cc1	-12.4%	5.0%	13.5%	3.7%	-12.0%
C=C(C)COc1ccc(-c2[nH]ncc2-c2ccc(Br)cc2)c(O)c1	2.3%	11.7%	3.8%	2.6%	5.8%
Fc1ccccc1N1CCN(Cc2cnc(Cl)s2)CC1	-6.0%	-1.2%	8.0%	1.6%	6.1%
COc1ccccc1N1CC(C(=O)Nc2nnc(SCC(=O)NC(C)C)s2)CC1=O (stereo not given)	-7.1%	-4.2%	-4.7%	8.1%	-1.6%
O=C(NCCN1C(=O)C2C3C=CC(C3)C2C1=O)N1CCCCC1 (stereo not given)	4.0%	5.6%	-22.1%	0.7%	8.7%
Nc1nc2nc(-c3ccccc3)cc(C(F)(F)F)c2s1	9.1%	5.8%	11.4%	5.1%	-3.4%
CC(C)NCC(=O)Nc1c2c(nc3ccccc13)CCC2	-19.8%	3.5%	-12.1%	1.8%	-26.4%
C=CCC[C@@H](Cc1ccc(F)cc1)C(=O)OC[C@@H](Cc1c[nH]c2ccccc12)NC(=O)[C@H](CC=C)CC(=O)N(CCO)Cc1ccccc1	2.1%	1.0%	37.2%	i	nt
COc1ccc(OC)c(C(O)c2coc3ccc(O)c(CN4CCOCC4)c23)c1 (stereo not given)	16.1%	0.2%	2.5%	i	4.4%
CC1=CC(C)C(C(=O)O)C(C(=O)O)C1 (stereo not given)	7.0%	-1.5%	-8.4%	2.7%	0.9%
CCOC(=O)c1c(NC(=O)CSc2nc3ccccc3[nH]2)sc2c1CC(C)(C)NC2(C)C	3.1%	35.9%	42.8%	9.2%	10.3%
COc1cc(C2CC(=O)Oc3cc(C)cc(C)c32)cc(OC)c1OC (stereo not given)	-16.9%	nt	nt	i	nt
CC12CC3CC(C)(C1)CC(C(=O)NC1=NCCS1)(C3)C2	-12.7%	?	?	1.8%	-4.7%
CN(C)S(=O)(=O)c1cccc(NC(=O)COC(=O)CNC(=O)c2ccccc2F)c1	-9.1%	-5.6%	-11.7%	0.8%	-3.3%
COc1ccc(C(=O)Nc2ccc(S(=O)(=O)N3CCN(C)CC3)cc2)cc1[N+](=O)[O-]	-7.6%	-1.0%	6.2%	i	-4.4%
Cc1noc(C)c1S(=O)(=O)N(CC(=O)NCc1ccc(F)cc1)c1ccc(C(C)C)cc1	5.9%	-0.1%	-1.7%	0.7%	1.1%
CCCn1c(N)c(N(CCOC)C(=O)c2ccc(-c3ccccc3)cc2)c(=O)[nH]c1=O	-3.2%	-8.2%	10.9%	2.5%	nt
Cn1c(C(=O)NCc2ccc3c(c2)OCO3)cc2sccc21	6.9%	9.7%	15.9%	2.9%	-8.7%	inhibitors of VEEV 10K pilot screen=1.9
Cc1ccc(C)c(CN2C(=O)CSc3ccc(C(=O)NCC(C)CN4CCC(C)CC4)cc32)c1 (stereo not given)	-3.3%	2.4%	60.6%	i	3.7%
Cc1ccccc1NC(=O)CN1C(=O)S/C(=C\c2ccc(-c3cc(C(=O)O)ccc3C)o2)C1=O	0.3%	nt	nt	0.5%	nt
CN(c1ccccc1)S(=O)(=O)c1cc(C(=O)OCC(=O)c2c(N)n(C)c(=O)n(C)c2=O)ccc1Cl	-7.6%	nt	nt	5.6%	nt
COc1ccc(/C=C/c2c([N+](=O)[O-])c(=O)n(C)c(=O)n2C)c(OC)c1OC	2.9%	-2.3%	-0.7%	3.4%	8.6%
Cn1c(NCc2ccc(Cl)cc2)nc2ccccc21	-4.5%	2.5%	19.2%	i	2.6%
COc1cc2c(cc1OC)C(C)N(C(=O)c1nccnc1C(=O)O)CC2 (stereo not given)	-0.2%	-5.2%	-9.0%	0.2%	-4.5%
O=C1CCN(C(=O)/C=C/c2ccccc2)c2ccccc21	8.6%	23.2%	45.7%	0.5%	-0.5%	inhibitors of VEEV 10K pilot screen=1.8
COc1cc(OC)cc(C(=O)NCc2cc(C)nc3ccccc23)c1	-11.8%	-3.6%	-13.0%	0.8%	-7.1%
O=C(NCCCN1CCCC1=O)c1ccc(CNS(=O)(=O)c2ccc(F)cc2)cc1	-9.8%	6.9%	-6.5%	1.4%	11.9%
Cc1cc(C)n2ncnc2n1	3.5%	-13.8%	-7.3%	2.6%	7.4%
Cc1cc(OC(=O)N(C)C)nc(-c2ccc(C)c(Cl)c2)n1	-2.8%	-2.1%	-19.6%	i	7.5%
COc1ccc(Cn2c(O)c(C=Nc3c(C)n(C)n(-c4ccccc4)c3=O)c(=O)[nH]c2=O)cc1	7.5%	5.3%	29.7%	0.0%	-7.5%
CC(/C=N/N1CCN(Cc2ccccc2)CC1)=C\c1ccccc1	14.2%	53.6%	-2.8%	1.3%	9.9%
CC1CC(C)CN(CCOc2ccccc2-c2ccccc2)C1 (stereo not given)	1.4%	3.0%	11.8%	3.7%	-6.0%
CCOC(=O)C1CCCN(C(=O)c2ccc3c(c2)OCO3)C1 (stereo not given)	-9.1%	4.8%	6.5%	i	-20.9%
Cc1cccc(NC(=O)NCc2ccc3c(c2)cc(C)n3C)c1	33.1%	-5.9%	nt	0.6%	6.7%
CCOC(=O)C1CC(c2ccccc2)=NNC1=O (stereo not given)	-3.8%	-5.5%	-1.2%	1.8%	7.2%
O=C(Cc1ccccc1)NCc1ccncc1	12.2%	-8.8%	-2.2%	0.9%	15.8%
More entries follow:
SMILES	influenza NS1A	M. tuberculosis HTS	M. tuberculosis	inhibitors of VEEV	Salmonella PhoP GFP	others
O=C(COC(=O)c1ccc(Cl)nc1)NNC(=O)c1ccc(Br)cc1	-4.2%	0.9%	6.9%	i	nt
O=C(O)C1CCCCC1C(=O)NCCc1cccc(Cl)c1 (stereo not given)	0.7%	-4.3%	4.2%	0.8%	2.5%
Cc1c(/C=N/NC(=O)c2cc(C(C)(C)C)[nH]n2)c2ccccc2n1C	-24.8%	-7.3%	21.3%	0.8%	2.0%
NNC(=O)/C(=N/Nc1ccccc1)S(=O)(=O)c1ccc(Cl)cc1	-5.3%	7.0%	?	7.4%	7.7%
O=C(O)/C=C/C(=O)Nc1nc(-c2ccc3ccccc3c2)cs1	2.5%	4.0%	13.9%	2.2%	-8.2%
Cc1cc(-c2csc(N)n2)c(C)n1CCC(C)C	6.3%	2.8%	39.9%	1.1%	3.6%
